# Screening data as filed in PubChem BioAssay.
# GPR55 beta-arrestin – GPR55 agonists via beta-arrestin recruitment, primary screen, imaging, U2OS cells, beta-arrestin-GFP redistribution (AID 1961). U2OS GPR55 beta-arrestin-GFP redistribution imaging; higher % means a stronger effect. activation, % at 10 µM, or EC50 in µM where a hit was titrated. G-protein coupled receptor 55 (Homo sapiens). actives 0.048% (n = 290,000);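 active = activation above 40% with more than 50 cells counted in the well; inconclusive = wells holding fewer than 50 cells, flagged as toxic or sparse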;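 also: U2OS osteosarcoma cells stably expressing GPR55 and beta-arrestin-GFP; plate controls were DMSO negative control for no effect and LPI positive control for full effect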
# GPR55 antagonists – GPR55 antagonists blocking LPI-driven arrestin recruitment, primary screen, imaging, U2OS, beta-arrestin-GFP, LPI agonist (AID 2013). U2OS GPR55 beta-arrestin-GFP translocation imaging, LPI antagonism; higher % means a stronger effect. inhibition, % at 10 µM, or IC50 in µM where a hit was titrated. actives 0.13% (n = 290,000). G-protein coupled receptor 55 (Homo sapiens);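 active = spots per cell inhibited over 60%, with over 100 cells counted and total cytoplasm intensity under 500,000; inconclusive = wells with under 100 cells, flagged as likely toxic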;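 also: U2OS cells stably carrying GPR55 and arrestin-GFP stimulated by 5 µM LPI near EC80; imaged beta-arrestin-GFP aggregate spots per cell after agonist stimulation; plate controls were LPI-stimulated DMSO wells for no effect and DMSO wells without LPI for full effect; some results filed as inactive read as strong as hits; confirmed hits need IC50 under 10 µM and bright autofluorescent wells are also inconclusive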
# SIAH1 antagonists – Siah-1 peptide-binding antagonists, primary screen, biochemical, fluorescence polarization, rhodamine-plectin, uHTS (AID 1817); E3 ubiquitin-protein ligase SIAH1 (Homo sapiens); Siah-1 / rhodamine-plectin peptide fluorescence polarization; higher % means a stronger effect; displacement, % at 20 µM; hits with a dose series show IC50 in µM; actives 0.02% (n = 290,000);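 active = displacement of at least 50% at 20 µM, with a fluorescence ratio check between 0.3 and a set limit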;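 also: plate controls were Siah plus tracer with DMSO for no effect and tracer alone without Siah for full effect; strong numbers were not always called active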
# GPR35 antagonists – GPR35 antagonists blocking zaprinast-driven arrestin recruitment, primary screen, imaging, U2OS, beta-arrestin-GFP, zaprinast agonist (AID 2058). one-dose inhibition, % at 10 µM; IC50 in µM for titrated hits. U2OS GPR35 beta-arrestin-GFP translocation imaging, zaprinast antagonism; higher % means a stronger effect. actives 0.052% (n = 290,000);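 active = inhibition of at least 50% with at least 30 cells and total cytoplasm GFP at most 10,000,000; inconclusive = under 30 cells or total GFP of 10,000,000 plus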
# NOD1 NF-kB reporter – NOD1 signaling inhibitors, primary screen, cell-based, luminescence, uHTS (AID 1578); NOD1-driven NF-kB luciferase reporter cells, luminescence; higher % means a stronger effect; inhibition, % at 4 µM, or EC50 in µM where a hit was titrated; actives 1% (n = 290,000); in the data active = inhibition mostly above about 36%, no sharp cut-off; inactive = mostly below about 34%;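 also: HEK-293T reporter cells stimulated with the NOD1 agonist gamma-tri-DAP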
# KOR beta-arrestin-1 – KOR antagonists, beta-arrestin recruitment, cell-based, luminescence, uHTS (AID 1778); KOR beta-arrestin recruitment, luminescence, antagonist mode; higher % means a stronger effect; inhibition, % at 10 µM, or IC50 in µM where a hit was titrated; actives 0.091% (n = 290,000); in the data active = inhibition above about 50%; also: strong numbers were not always called active
# AID2073 – inhibitors of Mint1-CaV2.2 protein interaction, biochemical, HTRF (AID 2073); HTRF protein-protein interaction, Mint1-CaV2.2; higher % means a stronger effect; inhibition, % at 20 µM; hits with a dose series show IC50 in µM; actives 0.19% (n = 290,000); in the data active = inhibition mostly above about 51%, no sharp cut-off; inconclusive = no clear call, values can overlap the other calls; inactive = mostly below about 53%; also: some results filed as inactive read as strong as hits
# HIV peptide binding – inhibitors of HIV fusion peptide binding, primary screen, biochemical, uHTS, fluorescence dequenching (AID 1986); cell-free peptide binding, fluorescence dequenching, 30 min; higher % means a stronger effect; inhibition, % at 20 µM, or IC50 in µM where a hit was titrated; actives 0.3% (n = 290,000); in the data active = inhibition mostly above about 52%, no sharp cut-off; inactive = mostly below about 76%; also: some results filed as inactive read as strong as hits
# KOR beta-arrestin-2 – KOR agonists, beta-arrestin recruitment, primary screen, cell-based, luminescence, uHTS (AID 1777) | actives 0.02% (n = 280,000) | Kappa-type opioid receptor (Homo sapiens) | KOR beta-arrestin recruitment, luminescence; higher % means a stronger effect | activation, % at 10 µM, or EC50 in µM where a hit was titrated; in the data active = activation above about 50%, passing the limit was not always enough; also: a part of the inactive calls stands beside numbers as strong as those of hits
# The depositor's hits bear a star; ? = inconclusive; / = not tested or not shown; [ ] = another dose, or the depositor's remark. Some of the compounds tested; count on the stated rates, not on these rows.
SMILES,GPR55 beta-arrestin,GPR55 antagonists,SIAH1 antagonists,GPR35 antagonists,NOD1 NF-kB reporter,KOR beta-arrestin-1,AID2073,HIV peptide binding,KOR beta-arrestin-2
Cc1noc(C)c1COC(=O)CCC(=O)c1ccc(F)cc1,0.1%,2.1%,1.1%,-2.8%,-7.6%,8.2%,27.0%,2.3%,2.1%
COc1ccc(C2C(C(=O)NCCCN3CCOCC3)c3ccccc3C(=O)N2c2ccc(OC)cc2)cc1 (configuration not stated),0.3%,-13.7%,6.6%,8.6%,-32.7%,-15.9%,-7.2%,0.6%,18.2%
O=C(CC12CC3CC(CC(C3)C1)C2)NC(Cc1ccccc1)C(=O)O (configuration not stated),0.6%,10.7%,3.1%,12.5%,-22.5%,3.3%,4.3%,3.8%,-3.8%
CC(C)(C)NCC(=O)N/N=C/c1ccc(OCc2ccccc2)cc1,-0.1%,7.1%,-1.5%,-5.9%,-19.6%,-76.7%[20 µM],46.4%,0.2%,-2.1%
CCOC(=O)C1CCN(C(=O)CC(C)c2ccccc2)CC1 (configuration not stated),0.6%,-7.8%,-2.8%,2.8%,-8.0%,-44.2%,-4.7%,-1.1%,7.2%
Cn1ncc2cc(NC(N)=S)ccc21,0.1%,-15.1%,1.3%,5.2%,-39.8%,-8.6%,4.1%,0.4%,0.6%
COc1cccc(CNC(=O)CCN2C(=S)NC(C)(C)CC2C)c1 (configuration not stated),0.0%,18.2%,0.0%,-12.5%,-32.2%,9.4%,-5.5%,-1.8%,-4.3%
COc1ccc(/C=N/NC(=O)c2ccn[nH]2)cc1CN1CCOCC1,-0.1%,4.7%,6.2%,3.6%,-13.5%,24.6%,10.8%,-1.0%,-2.6%
CN1CCCN(C(=O)c2cc(-c3cccc4ccccc34)nc3ccccc23)CC1,0.0%,-0.6%,-0.7%,-7.8%,-7.5%,-6.0%,15.5%,-1.0%,4.8%
O=C(CSCSCC(=O)Nc1ccc2c(c1)OCO2)Nc1ccc2c(c1)OCO2,-0.2%,-4.3%,-2.0%,6.1%,-28.1%,29.8%,3.9%,4.8%,1.4%
O=C(CCCC(=O)N(c1ccc2c(c1)OCCO2)C(C(=O)NC1CCCCC1)c1ccc(Cl)cc1)Nc1ccccn1 (configuration not stated),-0.2%,-1.3%,5.1%,0.7%,0.3%,-7.8%,5.6%,0.8%,1.4%
COc1ccc(NC(=O)CCCn2c(=O)c3sccc3n(Cc3ccccc3)c2=O)cc1,-0.4%,12.8%,5.5%,9.1%,2.5%,1.1%,1.8%,-1.6%,-0.7%
Nc1ccccc1C(=O)Nc1ccc(Cl)cc1Cl,0.2%,-5.8%,-2.6%,16.1%,-9.7%,9.9%,?,1.0%,5.3%
CC(/C=N\NC(=O)CN1CCN(Cc2ccccc2)CC1)=C\c1ccco1,1.4%,-1.0%,-6.9%,-11.8%,-12.3%,11.2%,8.3%,23.4%,-2.7%
Cc1nc2ccccc2c(=O)n1CCN1CCOCC1,0.2%,-9.4%,-1.0%,1.0%,-10.0%,-16.7%,?,1.2%,-3.1%
Cn1cc(CN2CCC(C(O)c3cccs3)CC2)c(-c2ccccc2F)n1 (configuration not stated),-0.2%,17.5%,-4.3%,7.3%,10.9%,-1.8%,-9.0%,1.1%,-5.8%
COCCN1CC(C(=O)NCCc2nc(C)c(C)s2)CCC1=O (configuration not stated),0.7%,2.9%,-4.7%,-5.9%,-17.3%,22.0%,8.9%,0.0%,-1.0%
O=C1C2C3C=CC(C3)C2C(=O)N1c1ccc2c(c1)CCC2 (configuration not stated),-0.1%,4.6%,-1.2%,7.9%,/,-1.9%,-5.5%,0.6%,4.9%
Cc1ccc2c(c1)N(Cc1cccc(C#N)c1)C=NS2(=O)=O,0.0%,-2.1%,-0.9%,4.9%,0.0%,3.1%,23.8%,2.5%,-4.3%
O=C(/C=C/c1ccc(Br)cc1)NC(=S)Nc1ccc(S(=O)(=O)Nc2nccs2)cc1,0.3%,11.4%,28.3%,-5.6%,-6.4%,26.1%,0.2%,8.0%,-5.6%
O=[N+]([O-])c1ccc(-n2nnnc2-c2ccccc2)c([N+](=O)[O-])c1,0.0%,5.1%,5.5%,4.3%,10.2%,/,11.8%,0.1%,1.2%
O=C(COc1ccc(Cl)cc1Cl)NNC(=S)Nc1ccc(F)cc1,-0.1%,18.6%,2.1%,-6.5%,-3.5%,9.8%,-10.4%,3.3%,-2.0%
CCOc1c(CNCCNC(=O)c2nonc2N)cccc1OC,-0.1%,-0.5%,-1.6%,0.3%,-7.0%,12.6%,8.3%,-0.3%,3.8%
CC(C)(C)C(=O)[C@@H]1[C@@H]2C(=O)N(Cc3ccccc3)C(=O)[C@@H]2[C@H]2c3ccccc3C=CN12,0.3%,-9.1%,-1.8%,-1.1%,3.0%,-1.3%,-0.6%,1.7%,2.8%
COc1ccc(NC(=O)CSc2nc(O)cc(=O)n2-c2ccc(OC)cc2)cc1,0.2%,-2.3%,-1.4%,-10.8%,-6.1%,-16.8%,0.9%,12.8%,-5.0%
O=C(Cc1ccc(-c2ccccc2)cc1)NCc1ccccc1,0.6%,5.3%,7.3%,-13.8%,-15.1%,-114.2%,18.1%,4.5%,1.4%
CCOc1ccc(Nc2c3ccccc3nc3ccccc23)cc1,-0.1%,-1.9%,-9.5%,13.5%,-15.2%,-26.9%,-2.3%,-2.0%,2.7%
CC(C)CN1C(=O)c2ccc(NC(=O)c3ccco3)cc2C1=O,0.0%,-0.7%,-3.2%,-4.2%,-1.7%,-21.5%[20 µM],8.4%,0.0%,4.2%
Cc1ccc(N=C2NC(=O)/C(=C/c3cccnc3)S2)c(C)c1,0.3%,-5.9%,-1.4%,-7.2%,9.6%,-15.4%,-7.8%,2.3%,/
COc1ccc(Nc2ccc(N3C(=O)CCC3=O)cc2[N+](=O)[O-])cn1,-0.2%,5.9%,2.4%,14.1%,-42.6%,-0.3%,-8.5%,0.6%,-0.2%

# Reprinted from the part before: 3 entries, then new ones.
SMILES,GPR55 beta-arrestin,GPR55 antagonists,SIAH1 antagonists,GPR35 antagonists,NOD1 NF-kB reporter,KOR beta-arrestin-1,AID2073,HIV peptide binding,KOR beta-arrestin-2
CC(C)CN1C(=O)c2ccc(NC(=O)c3ccco3)cc2C1=O,0.0%,-0.7%,-3.2%,-4.2%,-1.7%,-21.5%[20 µM],8.4%,0.0%,4.2%
Cc1ccc(N=C2NC(=O)/C(=C/c3cccnc3)S2)c(C)c1,0.3%,-5.9%,-1.4%,-7.2%,9.6%,-15.4%,-7.8%,2.3%,/
COc1ccc(Nc2ccc(N3C(=O)CCC3=O)cc2[N+](=O)[O-])cn1,-0.2%,5.9%,2.4%,14.1%,-42.6%,-0.3%,-8.5%,0.6%,-0.2%
CC1(C)CC(=O)C=C(NCc2ccccc2)C1,0.3%,-1.0%,3.7%,17.8%,3.1%,-0.6%,25.1%,0.5%,0.0%
CCOc1ccc(NC(=O)c2ccccc2NS(C)(=O)=O)cc1,-0.2%,0.6%,-2.5%,4.0%,-12.8%,-18.5%,-0.4%,-0.7%,7.1%
CNC(=O)CSc1nc2[nH]ncc2c(=O)[nH]1,0.0%,1.7%,2.7%,-17.7%,-39.1%,-16.4%,4.5%,0.4%,-0.1%
CCOC(=O)COc1ccc2c(C#N)c3ccccn3c2c1,0.3%,9.0%,2.1%,14.6%,-6.5%,-7.8%[20 µM],35.3%,4.1%,-2.0%
COC(=O)c1cc(Nc2cc(C)c3c(O)cccc3n2)cc(C(=O)OC)c1,-0.1%,3.2%,0.4%,9.6%,-3.4%,-32.5%,13.1%,-0.2%,0.9%
Cc1cc(C)c(NC(=S)N(CCN2CCCCC2)Cc2ccco2)c(C)c1,0.5%,14.7%,-0.1%,-14.2%,-13.8%,-1.7%,-34.6%,-0.6%,-0.6%
O=C(Nc1ccccc1N1CCN(C(=O)c2ccccc2)CC1)c1ccccc1Cl,-0.1%,5.5%,2.4%,-1.4%,1.8%,-5.2%,18.0%,-0.1%,1.1%
COc1ccc(C(=O)N2CCN(C(=O)C3COc4ccccc4O3)CC2)cc1OC (configuration not stated),0.2%,8.8%,8.4%,9.7%,-30.1%,-24.2%,-2.1%,-0.3%,4.3%
Clc1cccc(Cl)c1Cn1nnc(-c2cccs2)n1,-0.1%,7.4%,5.9%,-17.9%,-51.0%,32.8%,21.7%,3.0%,28.6%
CC1CCc2nn(CC(=O)NCCCN3CCOCC3)cc2C1 (configuration not stated),-0.2%,6.2%,1.3%,-3.8%,-14.9%,22.7%,2.1%,-1.2%,-0.6%
O=C(CSCC(=O)N1CCCCC1)Nc1nc(-c2ccccc2)c(-c2ccccc2)s1,1.4%,24.6%,4.1%,-7.8%,-11.1%,-4.4%,-5.6%,1.5%,-4.4%
COc1ccccc1NC(=O)C1=C(C)Nc2ncnn2C1c1cccs1 (configuration not stated),-0.1%,10.1%,5.3%,-11.4%,-14.2%,8.2%,-2.5%,-4.0%,-2.6%
COc1ccc(NC(=O)c2nc[nH]c2C(=O)N2CCN(C(=O)OC(C)(C)C)CC2)cc1,0.6%,2.9%,1.0%,-5.8%,-3.3%,22.0%,0.3%,-1.5%,2.9%
CN(C)c1nc(C#N)nc(N2CCOCC2)n1,-0.1%,-6.0%,4.4%,2.0%,3.4%,2.2%,-2.3%,-2.9%,0.3%
CC1N(C)c2cccc3cccc(c23)N1C,-0.1%,10.5%,48.4%,11.7%,2.0%,-12.0%,18.7%,42.3%,-2.4%
CC1C(=O)NN=C1C(=O)N/N=C\C(Br)=C\c1ccccc1 (configuration not stated),2.1%,0.8%,0.7%,1.0%,-19.5%,-20.8%,-1.3%,-1.2%,-3.9%
CC1(C)CC(NC(=S)NCc2ccco2)CC(C)(C)N1,-0.2%,16.8%,9.1%,-13.2%,-17.3%,-12.4%,-7.4%,1.2%,-9.0%

# 2 successive entries already listed, for reference:
SMILES,GPR55 beta-arrestin,GPR55 antagonists,SIAH1 antagonists,GPR35 antagonists,NOD1 NF-kB reporter,KOR beta-arrestin-1,AID2073,HIV peptide binding,KOR beta-arrestin-2
O=C(/C=C/c1ccc(Br)cc1)NC(=S)Nc1ccc(S(=O)(=O)Nc2nccs2)cc1,0.3%,11.4%,28.3%,-5.6%,-6.4%,26.1%,0.2%,8.0%,-5.6%
O=[N+]([O-])c1ccc(-n2nnnc2-c2ccccc2)c([N+](=O)[O-])c1,0.0%,5.1%,5.5%,4.3%,10.2%,/,11.8%,0.1%,1.2%
